# Bioassay records deposited in PubChem by National Center for Advancing Translational Sciences (NCATS).
# FUS yeast rescue – rescues growth of FUS-expressing yeast; S. cerevisiae FUS-expressing, growth rescue, OD600, 24 h; Potency, µM (highest dose often 76.6 µM), without a hit: at the top dose growth rescue (activation), usual class: activators; 390,000 compounds, 0.24% hits; AID 1347120;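 also: potency is read from the fitted curve at half-maximal effect; plate controls were DMSO vehicle for no effect and reference control for full effect; nearly all actives have a fitted effect of over 55% in size; some results filed as inactive show a strong effect at the top dose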
#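 Cultures pregrown in 2.5% raffinose medium are shifted to minimal medium containing 2% galactose to express toxic FUS. Compounds are tested at several concentrations. After 24hr at 30C, growth is quantified at 600 nm absorbance.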
# PLK1 PBD inh – blocks phosphopeptide binding to human PLK1 polo-box domain | AID 720504 | Plk1 PBD binding of FITC phosphopeptide, fluorescence polarization | 360,000 compounds, 2.8% hits | Potency, µM, for inactives: max response, negative = inhibition, most hits filed as inhibitors | P53350; also: potency is read from the fitted curve at half-maximal effect; series mostly up to about 57 µM; % is scaled to controls: 0 for no effect and ±100 for the full control effect; nearly all actives have a fitted effect of over 65% in size
# Target sequence (P53350 whole entry, looked up, the tested form may be a part): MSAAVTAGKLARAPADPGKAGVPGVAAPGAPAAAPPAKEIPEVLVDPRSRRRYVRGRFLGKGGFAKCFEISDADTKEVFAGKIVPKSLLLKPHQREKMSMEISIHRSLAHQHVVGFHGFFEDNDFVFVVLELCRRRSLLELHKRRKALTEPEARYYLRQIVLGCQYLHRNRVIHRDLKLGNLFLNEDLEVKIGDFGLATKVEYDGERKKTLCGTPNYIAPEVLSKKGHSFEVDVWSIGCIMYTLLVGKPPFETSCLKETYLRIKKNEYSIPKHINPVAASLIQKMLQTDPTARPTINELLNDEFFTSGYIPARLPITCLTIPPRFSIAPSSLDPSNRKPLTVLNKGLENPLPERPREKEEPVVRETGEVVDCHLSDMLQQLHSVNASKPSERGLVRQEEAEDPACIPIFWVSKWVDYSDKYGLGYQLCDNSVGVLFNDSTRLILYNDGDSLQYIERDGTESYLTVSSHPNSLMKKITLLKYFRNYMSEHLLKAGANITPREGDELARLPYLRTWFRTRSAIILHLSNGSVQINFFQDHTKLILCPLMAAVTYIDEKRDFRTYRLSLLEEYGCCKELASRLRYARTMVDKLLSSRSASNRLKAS
# WRN helicase inh – inhibitors of human WRN helicase; AID 651768; Q14191; WRN helicase unwinding, fluorescent forked duplex, kinetic; 360,000 compounds, 0.46% hits; Potency, µM (titrated, usually from 114 µM), inactives show at the top dose activity change, negative = inhibition, hits mostly inhibitors; also: potency is read from the fitted curve at half-maximal effect; % is scaled to controls: 0 for no effect and ±100 for the full control effect; nearly all actives have a fitted effect of over 55% in size
#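 Kinetic fluorescence helicase assay: unwinding of a quenched forked DNA duplex (100 nM final) with 2 mM ATP final raises red fluorescence (525/598 nm). Compounds sat 15 min at room temperature with 20 nM WRN beforehand.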
# IL2 activator – IL-2 activation | IL-2 activation reporter assay, cell-based qHTS; stimulated with anti-CD3/CD4/CD28 beads; in transgenic mouse T cells | activation, % (series mostly up to about 46 µM) | 360,000 compounds, 0.065% hits | AID 652025; in the data active = activation above about 50%; inconclusive = mostly about 30% to 49%; also: 0% is about no effect
#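 Screening format: compound pinned onto unstimulated transgenic mouse T cells, 60 min incubation, then anti-CD3/anti-CD4/anti-CD28 bead stimulation for 18 hours at 37 degrees C, followed by EGFP and DsRed detection.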
# Abeta rescue – A-beta toxicity reversal in yeast | yeast expressing A-beta42, growth rescue, OD600, 48 h; response scale: 0% DMSO, 100% iron-clioquinol control | Potency, µM (titrated, usually from 46.1 µM), without a hit: at the top dose growth rescue, usual class: activators | 410,000 compounds, 0.063% hits; also: potency is read from the fitted curve at half-maximal effect; nearly all actives have a fitted effect of over 55% in size
#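 Yeast A-beta toxicity model in growth medium with pinned compounds, 48 h at 30 C; growth read as absorbance at 600 nm. Normalized to FeCl3/clioquinol equimolar mix (positive) and DMSO (negative).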
# EPAC1 antagonist – EPAC1 (human) antagonism; 360,000 compounds, 0.14% hits; EPAC1 GEF assay, Rap1b-BODIPY-GDP exchange fluorescence; Potency, µM (titrated, usually from 115 µM), inactives show top-dose activity change, negative = inhibition, most hits filed as inhibitors;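 also: potency is read from the fitted curve at half-maximal effect; plate controls were vehicle for no effect and positive control for full effect; nearly all actives have a fitted effect of over 50% in size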
# PI5P4K alpha inh – blocks human PI5P4K alpha kinase activity | P48426 | PI5P4Kalpha enzyme, ADP-Glo luminescence, 60 min; stronger effect = lower value | max response, % | 330,000 compounds, 1.2% hits; active = max response of -50% or lower; inconclusive = between -30% and -50%; inactive = -30% or higher; also: value at the top dose of about 77 µM; % is scaled to controls: 0 for no effect and ±100 for the full control effect
# Target sequence (P48426 whole entry, looked up): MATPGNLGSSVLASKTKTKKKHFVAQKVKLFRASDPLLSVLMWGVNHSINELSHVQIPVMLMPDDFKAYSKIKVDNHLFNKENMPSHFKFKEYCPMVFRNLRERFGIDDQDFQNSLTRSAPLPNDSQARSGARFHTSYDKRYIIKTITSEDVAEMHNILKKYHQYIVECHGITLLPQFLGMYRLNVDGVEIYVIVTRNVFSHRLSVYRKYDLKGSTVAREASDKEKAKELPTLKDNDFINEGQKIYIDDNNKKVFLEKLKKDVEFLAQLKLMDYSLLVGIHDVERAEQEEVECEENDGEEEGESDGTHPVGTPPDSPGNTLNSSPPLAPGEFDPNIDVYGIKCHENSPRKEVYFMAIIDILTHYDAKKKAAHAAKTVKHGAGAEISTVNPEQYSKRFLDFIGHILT
#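 Human PI5P4Kalpha with substrate in 0.038 M HEPES pH 7.4, 0.28 mM EGTA, 0.1% CHAPS, 5% DMSO; reaction started with 5 microM ATP (final), 60 min at room temperature. ADP formed read by ADP-Glo luminescence.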
# aSyn rescue – alpha-synuclein toxicity inhibition in yeast; Yeast expressing alpha-synuclein, growth rescue, BacTiter-Glo, 24 h; Potency, µM (doses to about 46.1 µM), without a hit: top-dose growth rescue (activation), usual class: activators; 370,000 compounds, 0.14% hits; AID 652106; also: potency is read from the fitted curve at half-maximal effect; % of control where 0% means no effect; nearly all actives have a fitted effect of over 65% in size
#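 Screening used galactose-induced yeast with toxic alpha-synuclein levels, exposed to compound for 24 hr at 30 deg C. Cell growth, read with BacTiter-Glo luminescence, gave the measured signal.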
# EPAC1 ag – activates human EPAC1 exchange factor; O95398; EPAC1 agonist qHTS, biochemical assay; response scale: 100% = response to 6.5 mM cAMP; Potency, µM (titrated, usually from 154 µM), without a hit: at the top dose activation, hits mostly activators; 360,000 compounds, 0.073% hits; AID 720707; also: potency is read from the fitted curve at half-maximal effect; nearly all actives have a fitted effect of over 60% in size
#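 Multi-concentration qHTS readout: loss of Rap1B-bound BODIPY-GDP fluorescence driven by 100 nM EPAC1 with excess GDP (50 uM), monitored kinetically at room temperature; agonist response expressed relative to 6.5 mM cAMP.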
# * hit, by the source's call; ? = inconclusive; . = no result given; [ ] = dose if it differs, or a comment. Unless noted, calls follow the shape of the dose curve; as a rule, active = well fitted curve in the direction sought with a large enough effect; inconclusive = small, poorly fitted or top-dose-only effect, or another doubt; inactive = no such curve, though single readings can be large; an effect the other way counts as inactive or inconclusive. The order is random; about 4.1% have a hit in one of these screens.
SMILES,FUS yeast rescue,PLK1 PBD inh,WRN helicase inh,IL2 activator,Abeta rescue,EPAC1 antagonist,PI5P4K alpha inh,aSyn rescue,EPAC1 ag
COc1ccc(NC(=O)N(CCN2CCCC2)Cc2cc3cc(OC)c(OC)cc3[nH]c2=O)cc1,?,-2%,-1%,-0.1,4%,-1%,-4,0%,-5%
Cc1cc2ncn(-c3nnnn3-c3ccccc3)c2cc1C,22%,0%,5%,-2.4,5%,8%,-4,1%,-6%
Cc1cccc(OCC(=O)Nc2ccc3c(c2)nc(CCN2CCCCC2)n3C)c1,-8%,-8%,-4%,0.4,.,5%,4,-9%,9%
CC(=O)c1ccc(N2CCN(S(=O)(=O)c3ccc4c(c3)CC(=O)N4C)CC2)cc1,22%,-12%,-12%,-0.1,1%,-20%,-13,0%,-1%
O=C(CN1C(=O)NC2(CCCC2)C1=O)Oc1ccc2ccc(=O)oc2c1,-18%,-12%,1%,0.8,-23%,4%,-7,-1%,-5%
CCOC(=O)c1c(C)[nH]c(C)c1S(=O)(=O)N1CCOCC1,-32%,-9%,0%,-0.9,9%,-19%,0,-1%,1%
Nc1nnc(SCC(=O)OCC(=O)c2ccccc2)s1,0%,-10%,-3%,-1.4,2%,-8%,0,-8%,-2%
COc1cc(OC)cc(C(=O)Nc2ccc3c(c2)COC3=O)c1,7%,-21%,-5%,-2.4,-3%,5%,.,1%,1%
COc1cc(OC)c2c(c1)O/C(=C\c1ccccc1)C2=O,24%,-10%,1%,0.6,-9%,-7%,1,1%,6%
O=C(CSc1ccccc1)N1CCc2ccccc21,-12%,-20%,-20%,0.3,0%,-11%,6,7%,7%
COc1ccc(C2=NOC(C(=O)NCc3ccc(F)cc3)C2)cc1 (stereo not given),.,-8%,6%,-0.5,7%,-2%,13,3%,-2%
Cc1cc(C)nc(NC(=O)c2ccccc2O)n1,-17%,-11%,-2%,0.1,-18%,7%,-1,-12%,9%
Cc1cccc(NC(=O)NC(=S)NC(=O)c2ccccc2)c1,-11%,?,4%,-5.7,9%,-2%,-2,2%,4%
O=C(c1cnn(Cc2ccccc2)c1)N1CCN(S(=O)(=O)/C=C/c2ccccc2)CC1,0%,2%,4%,-0.1,-13%,-18%,7,-1%,-1%
Cc1ccc(NC(=O)c2ccc(S(=O)(=O)N3CCC(C)CC3)cc2)cc1,27%,0%,-1%,-1.5,-14%,1%,0,9%,-6%
CCc1nnc(SCc2ccc(OC(C)C)cc2)n1N,-1%,-7%,0%,0.6,5%,-3%,5,-9%,-3%
CCOC(=O)N1CCN(C(=O)c2ccc3c(SCC(=O)O)c4c(nc3c2)CCCC4)CC1,36%,-14%,-4%,-1.0,2%,5%,-1,-1%,-15%
CCCCn1c(N)c(N(CCOC)C(=O)c2cc(S(=O)(=O)N3CCOCC3)ccc2Cl)c(=O)[nH]c1=O,-13%,-4%,6%,0.4,1%,1%,-1,0%,10%
COc1cc(/C=N/NC(=O)c2c(-c3ccccc3)noc2C)ccc1O,-15%,-1%,-10%,1.7,5%,-11%,-10,-12%,7%
O=C(c1ccc(Cl)s1)N1CCN(c2ncccn2)CC1,6%,0%,-6%,-3.7,-8%,3%,-1,7%,5%
C=CCNc1ncnc2c1[nH]c1ccc(Cl)cc12,.,-15%,-20%,-0.3,-4%,-21%,9,16%,-7%
O=C1C=C(c2ccc(-c3ccccc3)c(F)c2)C[C@@H](c2ccc3c(c2)OCO3)C1,-27%,-1%,-3%,-0.5,6%,15%,0,9%,-17%
O=C1NC(=S)NC1Cc1ccc(O)cc1 (stereo not given),2%,-5%,9%,0.0,10%,22%,0,0%,-3%
CCOc1ccc(NC(=O)c2cc(S(=O)(=O)N3CCOCC3)cn2C)cc1,-4%,-5%,-6%,-0.5,7%,-29%,-2,0%,-8%
CC1CCN(Cc2c(C(=O)N/N=C/c3ccc(C(C)C)cc3)nnn2-c2nonc2N)CC1,18%,-8%,-4%,-2.8,-16%,-8%,-3,2%,2%

# Next section.
SMILES,FUS yeast rescue,PLK1 PBD inh,WRN helicase inh,IL2 activator,Abeta rescue,EPAC1 antagonist,PI5P4K alpha inh,aSyn rescue,EPAC1 ag
COc1ccc(OC)c(N(C(=O)c2snc(C(N)=O)c2N)C(C(=O)NCC2CCCO2)c2ccc3ncccc3c2)c1 (stereo not given),?,1%,6%,-0.1,-15%,-25%,6,3%,-2%
NC(=O)Cn1c(=O)n(Cc2ccccc2)c(=O)c2cccnc21,-16%,21%,-4%,-0.2,-10%,8%,-1,4%,0%
CCCn1c(C)cc(C(=O)CN2C(=O)c3cccc(N)c3C2=O)c1C,0%,-4%,8%[57.1 µM],0.8,-11%,-8%,0,-3%,-8%
Cc1cccn2c(=O)nc(SCC(=O)Nc3cccc4ccccc34)nc12,5%,-7%,-15%,-0.1,6%,-17%,-2,3%,6%
CN(C)S(=O)(=O)c1ccc(C(=O)Nc2ccn(C)n2)cc1,-7%,-6%,-33%,-0.4,-10%,16%,0,-2%,9%
Cc1cc2cc(C)c3nnc(SCC(=O)Nc4ccc(S(=O)(=O)N5CCCCC5C)cc4)n3c2cc1C (stereo not given),-2%,0%,6%,-2.9,-2%,-8%,-1,6%,-5%
O=C(OCC(=O)N1CCCC1)c1cc(F)c(F)cc1Cl,2%,-5%,-25%,5.2,-15%,-3%,-9,2%,-5%
COc1ccc(Nc2c3c(nc4ccccc24)CCC3)c(OC)c1,18%,5%,24%,-6.7,-15%,10%,3,25%,-5%
CCCCNC(=O)CNC(=O)c1nn(-c2ccc(OC)c(Cl)c2)c(=O)c2ccccc12,-20%,-8%,-2%,1.0,-16%,1%,3,2%,-5%
COc1ccc(C(=O)NNC(=O)CCn2nnc(-c3ccc(C)cc3)n2)cc1OC,4%,1%,-2%,-0.5,3%,-5%,-7,3%,-3%
COCCCNC(=O)N1c2ccccc2Sc2ccccc21,7%,-13%,-29%,-0.3,9%,-11%,-3,-2%,-4%
Cc1ccc(-n2c(SCC(=O)OC(C)C)nnc2-c2cnccn2)cc1,16%,-3%,-6%,-0.2,15%,3%,0,2%,4%
CN1CCC(N(C)C(=O)CNC(=O)c2ccc(C(C)(C)C)cc2)CC1,24%,?,-5%,0.2,-25%,7%,9,0%,5%
CCOc1ccc(NC(=O)CN2CCN(CC(=O)c3ccc(OC)c(OC)c3)CC2)cc1,3%,19µM*,9%,-1.9,-10%,4%,-17,-2%,5%
COc1ccc(NC2=C(C(C)=O)C(c3ccc(OC)cc3)C(C(C)=O)C(C)(O)C2)cc1 (stereo not given),-3%,-19%,9%[57.1 µM],2.0,11%,2%,-6,-1%,3%
COc1ccc2ccccc2c1CNC(=O)CC1C(=O)NCCN1CC(C)C (stereo not given),22%,-9%,17%,-0.4,6%,2%,-16,-1%,-7%
COc1ccc(N(C(=O)c2ccco2)C(C(=O)NC2CCCC2)c2cccs2)cc1 (stereo not given),19%,-5%,-13%,-0.9,12%,?,3,-1%,3%
CNC(=S)Nc1ccc([N+](=O)[O-])cc1C,-6%,-18%,4%,0.2,4%,-19%,1,-1%,11%
CCn1nc(C(=O)OCc2c(C)noc2C)c2ccccc2c1=O,18%,1%,-11%,-1.4,-8%,-2%,.,5%,6%
Cc1sc2ncnc(N3CCC(C(=O)N(C)CC(=O)Nc4ccc(Cl)c(C(F)(F)F)c4)CC3)c2c1C,32%,0%,-8%,-0.9,15%,-12%,7,?,6%
COc1cc(NC(=O)COC(=O)CCOc2ccc(C)cc2)cc(OC)c1,.,4%,-26%,0.3,4%,-20%,10,0%,1%
CSCCC(NC(=O)C1CCC(C)CC1)C(=O)N1CCN(c2ccccn2)CC1 (stereo not given),17%,-4%,9%,1.1,-7%,15%,.,-6%,-2%
CCOC(=O)Cn1nc(C)cc1NC(=O)c1cc(OC)c(OC)c(OC)c1,-27%,-5%,1%,-0.6,0%,-18%,-1,-1%,5%
CCOC(=O)Cc1csc(NC(=O)c2sc3nc4cc(C)ccc4cc3c2N)n1,?,-3%,-31%,26,11%,-25%,-21,1%,9%
CC1Cc2ccccc2N1CC(=O)Nc1ccc(N2CCOCC2)cc1 (stereo not given),30%,-9%,-1%,-1.3,27%,-6%,-1,-2%,-6%

# Following part.
SMILES,FUS yeast rescue,PLK1 PBD inh,WRN helicase inh,IL2 activator,Abeta rescue,EPAC1 antagonist,PI5P4K alpha inh,aSyn rescue,EPAC1 ag
Cc1ccccc1NS(=O)(=O)c1ccc(C(=O)NNC(=O)c2ccccc2O)cc1,-3%,0%,-12%,-3.3,-12%,16%,-6,0%,6%
COc1ccc(/C=[N+](\[O-])C2N(c3ccccc3)C(=S)SC2(C)C)cc1OC (stereo not given),-8%,2%,-15%,-0.8,9%,0%,4,3%,5%
O=C(Nc1ccc(-c2ccc3nncn3n2)cc1)C1CCCCC1,?,-6%,-3%,1.4,6%,7%,-3,2%,3%
CSCC[C@H](NC(=O)N1CCn2c1nc1ccccc12)C(=O)NC1CCCCC1,26%,-1%,-5%,7.1,10%,-7%,4,11%,6%
CSc1nc(C)c2c(n1)N(c1ccc(F)cc1)CC2,-34%,-2%,-6%,0.6,9%,-2%,6,-6%,-4%
O=S(=O)(Nc1ccc2c(c1)OCCO2)c1cccc2cccnc12,.,-8%,-3%,0.4,8%,-1%,9,5%,2%
N#Cc1ccc(CN(c2ccncc2)S(=O)(=O)c2ccccc2)cc1,-11%,-8%,-2%,-2.2,-9%,11%,6,-10%,16%

# Sorted by value in EPAC1 ag (rising): 3 of the compounds above.
canonical_smiles | PLK1 PBD inh | WRN helicase inh | IL2 activator | EPAC1 antagonist | PI5P4K alpha inh | EPAC1 ag
Cc1ccc(NC(=O)c2ccc(S(=O)(=O)N3CCC(C)CC3)cc2)cc1 | 0% | -1% | -1.5 | 1% | 0 | -6%
CSCCC(NC(=O)C1CCC(C)CC1)C(=O)N1CCN(c2ccccn2)CC1 (stereo not given) | -4% | 9% | 1.1 | 15% | . | -2%
Cc1cc(C)nc(NC(=O)c2ccccc2O)n1 | -11% | -2% | 0.1 | 7% | -1 | 9%
